Assay outcomes as filed in PubChem BioAssay.
CRE Fsk mod – modulators of forskolin-stimulated CRE signaling in CHO cells. CHO CRE-bla reporter (cAMP response element driving beta-lactamase), forskolin EC10, beta-lactamase ratio. Potency, µM (titrated, usually from 38.2 µM), without a hit: at the highest dose activity change, negative = inhibition, usual class: activators. hit rate 2.5% among 71,000; active means well fitted activation curve with a large enough effect in the signal ratio, with a control signal flat, not every such curve was filed as active; inconclusive means small, poorly fitted or top-dose-only effect, or effect the other way, or a change in a side signal; the % refers to the signal ratio; further: potency means the concentration at half of the fitted maximal effect; % of control where 0% means no effect
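CRE-bla CHO reporter cells treated with compound titration plus EC10 NKH 477 (water-soluble forskolin), incubated 3 h at 37 °C; CCF4 loading 2 h at room temperature, 460/530 nm emission ratio read, AC50 values derived for positive or negative modulators.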
HADH2 inhib – inhibitors of human HADH2 dehydrogenase. Q99714. recombinant HADH2, NADH fluorescence, beta-hydroxybutyryl-CoA. Potency, µM (series often up to 57.1 µM), for the others: at the highest dose activity change, negative = inhibition, most hits filed as inhibitors. hit rate 3.4% among 73,000; further: potency means the concentration at half of the fitted maximal effect; on the % scale 0 is the no-effect control and ±100 the full control effect; nearly all actives have a fitted effect of over 60% in size; many of its hits are not listed in these tables
Target sequence (Q99714 whole entry, looked up, one chain of several): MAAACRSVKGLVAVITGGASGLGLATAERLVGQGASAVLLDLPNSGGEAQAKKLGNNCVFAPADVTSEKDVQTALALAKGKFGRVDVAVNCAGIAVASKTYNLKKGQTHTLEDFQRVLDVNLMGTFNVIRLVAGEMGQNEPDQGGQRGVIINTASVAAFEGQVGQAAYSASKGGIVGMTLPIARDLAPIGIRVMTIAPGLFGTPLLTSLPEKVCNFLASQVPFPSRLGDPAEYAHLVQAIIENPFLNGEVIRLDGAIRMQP
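Read-out: 360 nm excitation, 450 nm emission, kinetic over 4 min. Conditions: His-tagged human HADH2 20 nM, pH 9.0 Tris with Tween-20, 1 mM NAD+, 90 uM beta-hydroxybutyryl-CoA.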
UbGFP stabilizer – proteasome inhibitors stabilizing ubiquitin-GFP reporter; 67,000 tested, under 10 active; Potency, µM (series often up to 45.9 µM), without a hit: at the highest dose activation (GFP accumulation), most hits filed as activators; Ubiquitin-GFP reporter cells, proteasome inhibition, GFP fluorescence; response scale: untreated = 0%, 10 µM MG-132 = 100%; AID 526; active means well fitted activation curve with a large enough effect, not every such curve was filed as active; inconclusive means small, poorly fitted or top-dose-only effect, or another doubt; inactive means no such curve, though single readings can be large or run the other way; further: potency means the concentration at half of the fitted maximal effect
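Proteasome blockade was scored as a rise in GFP-expressing U2OS cells carrying a ubiquitin(G76V)-GFP construct, imaged after 4 hr compound treatment at 37 °C across a 46 uM–2.9 nM series.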
Hsp90 Hop PPI – changes Hsp90-Hop TPR2A binding signal, up or down. AlphaScreen TPR2A-His6 binding biotin-Hsp90 C-terminal peptide. AID 595. Potency, µM (highest dose often 57 µM), for inactives: at the top dose activity change, negative = inhibition. hit rate 0.44% among 71,000; active means well fitted curve in either direction with a large enough effect; inconclusive means small, poorly fitted or top-dose-only effect, or another doubt; further: potency means the concentration at half of the fitted maximal effect; on the % scale 0 is the no-effect control and ±100 the full control effect; many of its hits are not listed in these tables
Tau fil binding – tau filament binding; recombinant tau filaments, thioflavin S fluorescence, 15 h; filaments grown with octadecylsulfate alongside compound; hit rate 2% among 71,000; AID 596; Potency, µM (series often up to 57.1 µM), without a hit: at the top dose activity change, negative = inhibition; P10636;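 further: potency means the concentration at half of the fitted maximal effect; on the % scale 0 is the no-effect control and ±100 the full control effect; actives lower thioflavin S fluorescence by blocking filaments or displacing dye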
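Thioflavine S fluorescence (ex 450, em 510 nm) reports filaments formed from 1 uM human tau plus 30 uM ODS over 15 h at 37 C (10 mM HEPES pH 7.4, 100 mM NaCl, 5 mM DTT); compounds displacing dye or blocking filaments lower signal.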
Pol III holo inh – DNA polymerase III holoenzyme inhibition; reconstituted DNA polymerase III holoenzyme replication, biochemical; Potency, µM (series often up to 57.1 µM), for inactives: at the highest dose activity change, negative = inhibition; hit rate 0.25% among 71,000; AID 603; further: potency means the concentration at half of the fitted maximal effect; on the % scale 0 is the no-effect control and ±100 the full control effect
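Reconstituted *E. coli* holoenzyme (0.35 nM Pol III, 1 nM beta, 154 nM SSB, 2 nM primase) was preincubated with compound for 15 min at RT. Synthesis on 1.4 nM ssM13Gori ran 35 min, then was stopped with PicoGreen/EDTA and read as dsDNA fluorescence.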
ALOX15 inhib – blocks human 15-lipoxygenase activity | P16050 | purified 15hLO-1, xylenol orange hydroperoxide absorbance | Potency, µM (doses to about 57.1 µM), inactives show at the top dose activity change, negative = inhibition, most hits filed as inhibitors | hit rate 1.4% among 74,000 | AID 887; further: potency means the concentration at half of the fitted maximal effect; on the % scale 0 is the no-effect control and ±100 the full control effect; nearly all actives have a fitted effect of over 55% in size
Target sequence (P16050 whole entry, looked up): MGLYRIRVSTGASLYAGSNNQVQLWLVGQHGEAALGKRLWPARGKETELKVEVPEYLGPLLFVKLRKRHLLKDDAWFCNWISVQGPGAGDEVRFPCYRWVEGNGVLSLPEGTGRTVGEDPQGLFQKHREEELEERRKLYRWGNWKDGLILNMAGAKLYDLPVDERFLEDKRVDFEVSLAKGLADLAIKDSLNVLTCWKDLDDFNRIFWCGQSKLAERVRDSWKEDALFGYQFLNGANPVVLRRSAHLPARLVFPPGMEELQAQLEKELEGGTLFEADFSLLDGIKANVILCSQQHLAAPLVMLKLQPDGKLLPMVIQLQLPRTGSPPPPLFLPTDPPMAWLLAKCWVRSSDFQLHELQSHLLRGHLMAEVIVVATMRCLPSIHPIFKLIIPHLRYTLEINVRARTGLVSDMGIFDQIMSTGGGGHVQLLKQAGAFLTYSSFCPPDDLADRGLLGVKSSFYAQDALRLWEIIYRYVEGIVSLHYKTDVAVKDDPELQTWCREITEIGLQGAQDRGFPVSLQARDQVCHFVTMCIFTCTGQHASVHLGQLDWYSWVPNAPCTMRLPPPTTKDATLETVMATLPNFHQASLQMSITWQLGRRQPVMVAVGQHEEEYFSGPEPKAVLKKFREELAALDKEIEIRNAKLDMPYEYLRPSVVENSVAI
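Hydroperoxide formed from arachidonic acid (50 uM) by purified human 15hLO-1 (40 nM) oxidizes ferrous iron, and the ferric-xylenol orange complex is read at 573 versus 405 nm. Compounds were preincubated 15 min; reaction ran 6 min at room temperature.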
Luciferase inh – blocks Photinus pyralis firefly luciferase activity; Potency, µM (top dose mostly 57.1 µM), without a hit: at the highest dose activity change, negative = inhibition, most hits filed as inhibitors; hit rate 2.2% among 72,000; purified firefly luciferase, luminescence, 8 min; P08659; further: potency means the concentration at half of the fitted maximal effect; on the % scale 0 is the no-effect control and ±100 the full control effect; nearly all actives have a fitted effect of over 40% in size
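Titration-based qHTS; buffer 50 mM imidazole pH 7.2, 50 mM KCl, 7 mM MgCl2, 10 uM ATP, 0.01% Tween 20, 0.05% BSA; luciferase/luciferin detector mix added after compound; 8 min, ambient; luminescence.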
ERK AVP inh – inhibitors of vasopressin-stimulated ERK signaling pathway. HEK293-V1b, vasopressin-stimulated pERK AlphaScreen. Potency, µM (doses to about 57.5 µM), without a hit: at the top dose activity, negative = inhibition, actives largely listed as inhibitors. hit rate 0.99% among 72,000; further: potency means the concentration at half of the fitted maximal effect; on the % scale 0 is the no-effect control and ±100 the full control effect; nearly all actives have a fitted effect of over 55% in size
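V1b-HEK293 cells; cpd 30 min 37C; 25 nM vasopressin 5 min; lyse 10 min; AlphaScreen beads 5 hr RT. Normalized to DMSO basal and 25 nM vasopressin; AC50 by Hill fit.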
Epigenetic mod – derepresses silenced GFP locus in mouse C127i cells. AID 597. hit rate 0.09% among 68,000. mouse C127i GFP locus derepression, cytometry, 30 h. Potency, µM (highest dose often 46.1 µM), for the others: at the top dose GFP derepression (activation); further: % of control where 0% means no effect
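Read-out is the number of GFP-positive cells, scored as fluorescent objects 20 to 120 um wide, reflecting derepression of a silenced CMV-GFP reporter in murine C127i cells after 30 h compound exposure at 37 C.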
HBB splicing – modulators of hemoglobin beta chain splicing | HBB splicing reporter cell assay, activation; EGFP reporter with mutant IVS2-654 intron; response scale: normalised to 500 nM splice-correcting PNA | Potency, µM (top dose mostly 46.1 µM), for the others: at the top dose activation, usual class: activators | hit rate 0.06% among 65,000 | AID 925; further: potency means the concentration at half of the fitted maximal effect; 0% is about no effect
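HeLa cells stably expressing EGFP interrupted by mutant beta-globin intron 2 (IVS2-654), 500/well in 2% FCS. Treated with compound for 2 days at 37C. Splicing correction scored as total well GFP intensity (488 nm excitation, 500-520 nm emission); 500 nM antisense PNA served as control.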
Starred values were filed as active, the others as inactive; [ ] = remark or other dose. Unless noted, the call rests on the fitted dose curve; in most records, active means well fitted curve in the direction sought with a large enough effect; inconclusive means small, poorly fitted or top-dose-only effect, or another doubt; inactive means no such curve, though single readings can be large; an effect the other way counts as inactive or inconclusive.

Cc1ccc(S(=O)(=O)c2nc(-c3ccc(F)cc3)oc2SCC(=O)NCC2CCCO2)cc1 (centres undefined) was read as CRE Fsk mod -10%, HADH2 inhib 0%, UbGFP stabilizer -2%, Hsp90 Hop PPI -2%, Tau fil binding 3%, Pol III holo inh -1%, ALOX15 inhib -14%, Luciferase inh 4%, ERK AVP inh 18%, Epigenetic mod 1% and HBB splicing -2.7%.
O=C(NCCn1ccc2ccccc21)c1ccc(S(=O)(=O)N2CCCCC2)cc1 was read as CRE Fsk mod inconclusive, HADH2 inhib 2%, UbGFP stabilizer 11%, Hsp90 Hop PPI -1%, Tau fil binding 18%, Pol III holo inh -5%, ALOX15 inhib -5%, Luciferase inh -1% and HBB splicing -0.3%.
`O=C(CSC1=NCCS1)Nc1ccnc2ccccc12` gave CRE Fsk mod -19%, HADH2 inhib 5%, UbGFP stabilizer -3%, Hsp90 Hop PPI -7%, Tau fil binding -8%, Pol III holo inh -3%, ALOX15 inhib 4%, Luciferase inh -2%, ERK AVP inh inconclusive, Epigenetic mod -1% and HBB splicing 0.1%.
CCOC(=O)C(C)Sc1nnc(CNC(=O)c2ccc(OC)cc2)n1C1CCCCC1 (centres undefined) was read as CRE Fsk mod inconclusive, HADH2 inhib 4%, UbGFP stabilizer 7%, Hsp90 Hop PPI -4%, Tau fil binding -3%, Pol III holo inh -3%, ALOX15 inhib 3%, Luciferase inh 1%, ERK AVP inh 3%, Epigenetic mod -1% and HBB splicing -0.7%.
`COc1ccc(CSC2=C(C#N)C(=O)NC3(CCCCC3)S2)cc1` gave CRE Fsk mod 5%[7.6 µM], HADH2 inhib -7%[11.4 µM], UbGFP stabilizer 0%[9.17 µM], Hsp90 Hop PPI -7%[11 µM], Tau fil binding -6%[11.4 µM], Pol III holo inh -9%[11.4 µM], ALOX15 inhib -6%[11.4 µM], Luciferase inh 1%[11.4 µM], ERK AVP inh 0%[11.5 µM], Epigenetic mod -1%[9.22 µM] and HBB splicing 3.0%[9.22 µM].
COCCn1c(SCC(=O)Nc2ncc(Cl)c(C)c2Cl)nc2ccccc21 was read as CRE Fsk mod inconclusive, HADH2 inhib 1%, UbGFP stabilizer -2%, Hsp90 Hop PPI -1%, Tau fil binding 39%, Pol III holo inh 2%, ALOX15 inhib 1%, Luciferase inh 0%, ERK AVP inh -15%, Epigenetic mod 4% and HBB splicing -6.6%.
Screening O=C1c2ccccc2NC(c2ccc3c(c2)OCO3)N1O (centres undefined) returned CRE Fsk mod -21%, HADH2 inhib -4%, UbGFP stabilizer -7%, Hsp90 Hop PPI -6%, Tau fil binding 4%, Pol III holo inh 1%, ALOX15 inhib -23%, Luciferase inh -9%, ERK AVP inh 4%, Epigenetic mod 2% and HBB splicing -1.5%.
`COc1cc(S(=O)(=O)N2CCOCC2)c(OC)c(S(=O)(=O)N2CCOCC2)c1` gave CRE Fsk mod -1%, HADH2 inhib 2%, UbGFP stabilizer 4%, Hsp90 Hop PPI 1%, Tau fil binding -13%, Pol III holo inh -2%, ALOX15 inhib -2%, Luciferase inh 2%, ERK AVP inh -3%, Epigenetic mod 4% and HBB splicing 0.9%.
CCOC(=O)N1CCN(C(=O)c2ccc3nc(N4CCC(C)CC4)sc3c2)CC1 was read as CRE Fsk mod -7%, HADH2 inhib -10%, UbGFP stabilizer 5%, Hsp90 Hop PPI 4%, Tau fil binding 17%, Pol III holo inh -1%, ALOX15 inhib -3%, Luciferase inh -4%, ERK AVP inh 11%, Epigenetic mod -1% and HBB splicing -0.3%.
For O=C(NCCCn1ccnc1)C(F)(F)C(F)(F)C(=O)NCCCn1ccnc1 the results were CRE Fsk mod 3%, HADH2 inhib 5%, UbGFP stabilizer 13%, Hsp90 Hop PPI 25µM*, Tau fil binding 15%, Pol III holo inh -5%, ALOX15 inhib 8%, Luciferase inh 0%, ERK AVP inh -4%, Epigenetic mod 0% and HBB splicing -0.4%.
CC(=O)C[C@H](c1ccc([N+](=O)[O-])cc1)c1c(O)c2ccccc2oc1=O was read as CRE Fsk mod -3%[17.1 µM], HADH2 inhib -11%[25.6 µM], UbGFP stabilizer 5%[20.5 µM], Hsp90 Hop PPI 2%[26 µM], Tau fil binding 0%[25.6 µM], Pol III holo inh -4%[25.6 µM], ALOX15 inhib 0%[25.6 µM], Luciferase inh 1%[25.5 µM], ERK AVP inh -6%[25.7 µM], Epigenetic mod -2%[20.6 µM] and HBB splicing 4.5%[20.6 µM].
`O=C(Nc1ccccc1)c1ccc(NCc2ccco2)c(S(=O)(=O)N2CCOCC2)c1` gave CRE Fsk mod 20%, HADH2 inhib -4%, UbGFP stabilizer 1%, Hsp90 Hop PPI -6%, Tau fil binding -9%, Pol III holo inh 10%, ALOX15 inhib -22%, Luciferase inh -5%, ERK AVP inh -17%, Epigenetic mod 0% and HBB splicing -2.7%.
O=C(c1cccs1)N1CCC(c2nc(-c3ccc(S(=O)(=O)N4CCOCC4)cc3)no2)CC1 was read as CRE Fsk mod 14%, HADH2 inhib -1%, UbGFP stabilizer -4%, Hsp90 Hop PPI -4%, Tau fil binding 6%, Pol III holo inh -4%, ALOX15 inhib 1%, Luciferase inh 6%, ERK AVP inh -16%, Epigenetic mod 1% and HBB splicing -1.2%.
Screening O=c1c2ccccc2nc(SCc2cn3ccsc3n2)n1-c1ccc(F)cc1 returned CRE Fsk mod 4µM*, HADH2 inhib -4%, UbGFP stabilizer 6%, Hsp90 Hop PPI -10%, Tau fil binding 10%, Pol III holo inh 8%, ALOX15 inhib -5%, Luciferase inh 2%, ERK AVP inh inconclusive, Epigenetic mod 1% and HBB splicing 2.1%.
`O=C(c1cccs1)N1CCCc2ccccc21` gave CRE Fsk mod -2%, HADH2 inhib -9%, UbGFP stabilizer 5%, Hsp90 Hop PPI 0%, Tau fil binding -6%, Pol III holo inh -18%, ALOX15 inhib -4%, Luciferase inh 0%, ERK AVP inh -13%, Epigenetic mod -3% and HBB splicing -0.5%.
For CC1CN(c2oc(Cc3cccc4ccccc34)nc2C#N)CC(C)O1 (centres undefined) the results were CRE Fsk mod inconclusive, HADH2 inhib 16%, UbGFP stabilizer 1%, Hsp90 Hop PPI inconclusive, Tau fil binding -3%, Pol III holo inh -1%, ALOX15 inhib -4%, Luciferase inh 4%, ERK AVP inh -6%, Epigenetic mod 0% and HBB splicing 0.7%[57.5 µM].
For Cc1cc(C)c(C#N)c(SCC(=O)Nc2ccc(S(=O)(=O)Nc3onc(C)c3C)cc2)n1 the results were CRE Fsk mod -4%, HADH2 inhib 4%, UbGFP stabilizer -3%, Hsp90 Hop PPI inconclusive, Tau fil binding -7%, Pol III holo inh -6%, ALOX15 inhib -26%, Luciferase inh 1%, ERK AVP inh inconclusive, Epigenetic mod -2% and HBB splicing 0.0%.
Screening CCCC1CC(c2csc(N)n2)CCO1 (centres undefined) returned CRE Fsk mod inconclusive, HADH2 inhib 3%, UbGFP stabilizer -2%, Hsp90 Hop PPI -2%, Tau fil binding -4%, Pol III holo inh 4%, ALOX15 inhib -14%, Luciferase inh 2%, ERK AVP inh 10%, Epigenetic mod -2% and HBB splicing 4.0%.
`Cn1c(/N=C/c2ccc3c(c2)OCO3)nc2ccccc21` gave CRE Fsk mod -3%, HADH2 inhib -6%, UbGFP stabilizer 25%, Hsp90 Hop PPI -4%, Tau fil binding -10%, Pol III holo inh -2%, ALOX15 inhib -7%, Luciferase inh 2.5µM*, ERK AVP inh 11%, Epigenetic mod -4% and HBB splicing -1.8%[9.22 µM].
`CCOc1ccc(NC(=O)CCN2CCN(S(=O)(=O)c3cc(Cl)ccc3OC)CC2)cc1` gave CRE Fsk mod -18%, HADH2 inhib -1%, UbGFP stabilizer -17%, Hsp90 Hop PPI -4%, Tau fil binding 6%, Pol III holo inh 1%, ALOX15 inhib -9%, Luciferase inh 1%, ERK AVP inh -9%, Epigenetic mod -4% and HBB splicing 4.4%.
Screening O=C(c1ccccc1)c1ccc2nc(N3CCN(C(=O)c4ccco4)CC3)c3nncn3c2c1 returned CRE Fsk mod inconclusive, HADH2 inhib 2%, UbGFP stabilizer -3%, Hsp90 Hop PPI -14%, Tau fil binding 73%, Pol III holo inh -2%, ALOX15 inhib -9%, Luciferase inh -3%, ERK AVP inh -15%, Epigenetic mod -2% and HBB splicing 0.0%.

Some of the compounds tested; rates above refer to the full screens.
